KCNH2 3.1 block = qHTS for Inhibitors of KCHN2 3.1: Mutant qHTS | Potassium voltage-gated channel subfamily H member 2, brain isoform KCNH2 3.1 (human) | U2OS KCNH2 3.1, thallium flux FluxOr; active compounds read low | activity change, % (tested at about 1.8 µM) | actives 0.95% (n = 340,000) | AID 720553, 2013;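 active = maximum activity change below -70%; inconclusive = maximum activity change from -70% to -50%; inactive = maximum activity change above -50%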;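 note: thallium influx rate constant from kinetic fluorescence after stimulation buffer; % is set by controls: 0 for no effect and ±100 for the full control effect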
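Virally transduced U2OS (3.1 isoform, 4 h infection in dark at RT) → overnight 37 C → FluxOr + Red40 in HBSS/HEPES, 45 min → stimulation buffer, 2 min kinetic read → rate constant vs DMSO controls.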
Coupling enz = qHTS Assay for Inhibitors of Fructose-1,6-bisphosphate Aldolase from Giardia Lamblia: Coupling assay counterscreen; coupling enzyme system counterscreen, AmpLite Red fluorescence; activity change, negative = inhibition, % at 58.2 µM, hits read low; AID 2472, 2010; actives 0.67% (n = 290,000); in the data active = activity change below about -30%; note: % is set by controls: 0 for no effect and ±100 for the full control effect
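First, compound is pin-transferred into glyceraldehyde-3-phosphate coupling-enzyme reagent at 57.5 uM final and held 10 min at RT. Next, substrate, coupling system and AmpLite Red are added. After 20 min RT, fluorescence (525/598 nm) is read.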
CXXC DNA block = qHTS Fluorescence Polarization Assay for Inhibitors of MLL CXXC domain - DNA interaction; actives 0.037% (n = 290,000); Potency, µM (doses to about 115 µM), for the others: at the top dose activity change, negative = inhibition, hits mostly inhibitors; Histone-lysine N-methyltransferase 2A (Homo sapiens), Q03164; AID 2662, 2010; MLL-CXXC / FITC-HOXA9 DNA fluorescence polarization; active = well fitted inhibition curve with a large enough effect in the polarisation, with a control signal flat, not every such curve was filed as active; inconclusive = small, poorly fitted or top-dose-only effect, or effect the other way, or a change in a side signal; inactive = no such curve, though single readings can be large or run the other way; the % refers to the polarisation; note: potency is the fitted concentration of half-maximal effect
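Purified MLL-CXXC (added from a 7 uM solution) was preincubated 5 min at ambient with pinned compounds in 50 mM Tris-HCl pH 7.5, 50 mM NaCl, 1 mM DTT, 0.05% BSA. Fluorescein-labeled HOX-A9 DNA (50 nM solution) followed, 30 min, then polarization read.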
TRPV1 ag = HTS Assay for Compounds that Act as Agonists of the Vanilloid Receptor 1 | Transient receptor potential cation channel subfamily V member 1 (Homo sapiens), Q8NER1 | TRPV1-expressing cells, Fluo-8 calcium influx, agonist mode | activation, % at 8.33 µM | actives 0.19% (n = 320,000) | AID 540275, 2011; in the data active = activation above about 80%; inconclusive = between about 30% and that limit; note: 0% is about no effect
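TRPV1-expressing cells were cultured overnight at 35.5C and loaded with Fluo-8 calcium dye for 40 to 90 min at room temperature. After a 10 s baseline, compound was added and calcium influx was read kinetically for 3 min (ex 480/em 520 nm).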
USP2a block = qHTS Assay for Inhibitors of Ubiquitin-specific Protease USP2a Using CHOP2 as the Reporter. Potency, µM (doses to about 38.3 µM), without a hit: at the top dose activity change, negative = inhibition, most hits filed as inhibitors. USP2 core, Ub-CHOP2 coupled fluorogenic reporter, 485/531. actives 0.01% (n = 330,000). AID 463254, 2010;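 note: potency is the fitted concentration of half-maximal effect; plate controls were DMSO wells for no effect and full inhibition by NEM control for full effect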
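Cell-free coupled assay: 10nM USP2 core preincubated 30min RT with compound in Tris-HCl pH 8.0/CaCl2/CHAPS buffer, then 25nM Ub-CHOP2 and 25nM reporter substrate; fluorescence (Ex 485/Em 531) read after 60min RT, normalized to NEM inhibition, concentration-response curves fitted.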
B2AR arrestin = qHTS assay of beta-arrestin-biased ligands of beta2-adrenergic receptor; Beta-2 adrenergic receptor (Homo sapiens), P07550; beta-arrestin recruitment to beta2AR, cell-based reporter; Potency, µM (series often up to 46.1 µM), inactives show top-dose activation, actives largely listed as activators; actives 0.02% (n = 330,000);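 note: potency is the fitted concentration of half-maximal effect; 0% = DMSO controls and full agonism = EC100 isoproterenol or metaproterenol; nearly all actives have a fitted effect of over 65% in size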
hERG WT inh = qHTS for Inhibitors of KCHN2 3.1: Wildtype qHTS; Voltage-gated inwardly rectifying potassium channel KCNH2 (Homo sapiens), Q12809; U2OS, BacMam KCNH2, thallium flux FluxOr; active compounds read low; activity change, % at 1.84 µM; actives 0.37% (n = 340,000); AID 720551, 2013;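 active = maximum activity change below -70%; inconclusive = maximum activity change between -70% and -50%; inactive = maximum activity change above -50%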; note: % is set by controls: 0 for no effect and ±100 for the full control effect
Target sequence (Q12809 whole entry, looked up): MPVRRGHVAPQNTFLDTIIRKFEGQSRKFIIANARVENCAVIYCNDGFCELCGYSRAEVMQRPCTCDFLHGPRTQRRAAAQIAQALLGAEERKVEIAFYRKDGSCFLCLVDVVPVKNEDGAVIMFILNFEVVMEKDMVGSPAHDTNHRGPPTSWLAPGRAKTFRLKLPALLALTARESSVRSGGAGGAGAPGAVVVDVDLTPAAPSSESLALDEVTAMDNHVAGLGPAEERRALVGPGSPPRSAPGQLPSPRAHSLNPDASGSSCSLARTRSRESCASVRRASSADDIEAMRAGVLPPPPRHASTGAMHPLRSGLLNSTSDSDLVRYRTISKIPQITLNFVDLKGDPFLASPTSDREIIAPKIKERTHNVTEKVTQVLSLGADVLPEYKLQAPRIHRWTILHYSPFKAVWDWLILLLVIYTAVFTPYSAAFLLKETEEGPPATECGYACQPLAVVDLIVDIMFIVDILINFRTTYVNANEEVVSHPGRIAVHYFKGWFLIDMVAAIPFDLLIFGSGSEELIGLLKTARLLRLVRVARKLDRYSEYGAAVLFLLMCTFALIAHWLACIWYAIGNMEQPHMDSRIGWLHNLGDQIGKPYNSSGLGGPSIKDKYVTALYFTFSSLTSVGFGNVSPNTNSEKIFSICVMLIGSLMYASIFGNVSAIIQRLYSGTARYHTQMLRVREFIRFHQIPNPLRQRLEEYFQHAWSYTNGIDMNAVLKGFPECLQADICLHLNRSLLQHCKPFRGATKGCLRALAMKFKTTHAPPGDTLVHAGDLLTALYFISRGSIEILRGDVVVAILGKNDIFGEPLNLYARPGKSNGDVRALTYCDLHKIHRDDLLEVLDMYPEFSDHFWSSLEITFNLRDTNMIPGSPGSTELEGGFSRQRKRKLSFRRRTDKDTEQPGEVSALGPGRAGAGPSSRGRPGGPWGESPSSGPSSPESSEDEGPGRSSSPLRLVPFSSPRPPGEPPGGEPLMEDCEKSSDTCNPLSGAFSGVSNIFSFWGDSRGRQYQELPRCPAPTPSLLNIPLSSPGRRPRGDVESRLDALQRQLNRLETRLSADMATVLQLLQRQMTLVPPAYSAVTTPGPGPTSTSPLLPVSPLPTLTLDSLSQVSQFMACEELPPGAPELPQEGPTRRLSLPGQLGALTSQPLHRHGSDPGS
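U2OS cells were transduced with wild-type KCNH2 virus (2.03 x 10^8 / mL) for 4 h at room temperature, then cultured overnight at 37 C. Thallium flux was read with FluxOr dye. Rate constants were normalized to DMSO controls.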
GALK inh = qHTS Assay for Inhibitors of Human Galactokinase (GALK) | P51570 | Purified GALK, Kinase-Glo residual ATP luminescence | Potency, µM (highest dose often 57.5 µM), without a hit: at the top dose activity change, negative = inhibition, hits mostly inhibitors | actives 0.007% (n = 270,000); note: potency is the fitted concentration of half-maximal effect; % is set by controls: 0 for no effect and ±100 for the full control effect
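The enzyme phosphorylates galactose (100 uM) using ATP (35 uM); inhibition is detected as higher residual ATP, quantified by bioluminescence after 1 h reaction at room temperature, pH 8.0.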
Menin MLL FP TR = qHTS Assay for Inhibitors Targeting the Menin-MLL Interaction in MLL Related Leukemias: Competition With Texas Red Labeled MLL-derived Mutant Peptide; Potency, µM (highest dose often 61.6 µM), for inactives: at the highest dose FP activity change, negative = inhibition, hits mostly inhibitors; actives 0.23% (n = 270,000); O00255; AID 1768, 2009; Menin + Texas Red MLL mutant peptide, fluorescence polarization; active = well fitted inhibition curve with a large enough effect in the polarisation, with a control signal flat, not every such curve was filed as active; inconclusive = small, poorly fitted or top-dose-only effect, or effect the other way, or a change in a side signal; inactive = no such curve, though single readings can be large or run the other way; the % refers to the polarisation; note: potency is the fitted concentration of half-maximal effect; % of control where 0% means no effect; many of its hits are not listed in these tables
PKM2 activator = qHTS Assay for Activators of Human Muscle isoform 2 Pyruvate Kinase; Pyruvate kinase PKM (Homo sapiens), P14618; purified PKM2, Kinase-Glo ATP luminescence, activation; response scale: 0% is enzyme alone, no compound; Potency, µM (doses to about 57.5 µM), for inactives: at the top dose activation, most hits filed as activators; AID 1631, 2009; actives 0.34% (n = 260,000); note: potency is the fitted concentration of half-maximal effect; % is set by controls: 0 for no effect and ±100 for the full control effect; nearly all actives have a fitted effect of over 55% in size
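hPK-M2, >95% pure; 0.1 mM ADP / 0.5 mM PEP final; imidazole pH7.2 buffer w/ 7 mM MgCl2, 50 mM KCl; 1 h RT; Kinase-Glo lum. Intermediate enzyme activity for dual inhibitor/activator qHTS.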
Giardia killer = Small Molecules that selectively kill Giardia lamblia: qHTS; Giardia lamblia trophozoite viability; AID 540267, 2011; actives 0.15% (n = 340,000); activity change, % at 7.66 µM, hits read low; in the data active = activity change below about -80%; inconclusive = between about -30% and that limit;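 note: parasites exposed to compound for two days anaerobically before the ATP read; % is set by controls: 0 for no effect and ±100 for the full control effect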
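Giardia lamblia trophozoites (100 cells/well) were incubated with compounds for 48 h at 37 deg C under anaerobic conditions. Viability was read as ATP content by one-step luminescence after 15-30 min at room temperature.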
An asterisk follows results filed as active; ? = inconclusive; nt = not tested or not shown; [ ] = another dose, or the depositor's remark. Unless noted, calls come from the whole dose curve; as a rule, active = well fitted curve in the direction sought with a large enough effect; inconclusive = small, poorly fitted or top-dose-only effect, or another doubt; inactive = no such curve, though single readings can be large; an effect the other way counts as inactive or inconclusive.

SMILES	KCNH2 3.1 block	Coupling enz	CXXC DNA block	TRPV1 ag	USP2a block	B2AR arrestin	hERG WT inh	GALK inh	Menin MLL FP TR	PKM2 activator	Giardia killer
Cc1c(C)c(C)c(C(=O)CCc2cccc(NC(=O)CCC(=O)O)c2)c(C)c1C	7	13	7%	-3	-1%	0.2%	-7	4%	-6%	nt	5
CCOc1cc2[nH]c(=S)n(Cc3ccc(C(=O)NCCCOC)cc3)c(=O)c2cc1OCC	-9	0	6%	3	-1%	-1.0%	7	nt	25%	nt	16
Cn1nnnc1SCC(=O)Nc1ccccc1C(N)=O	-2	2	12%	-3	2%	0.1%	2	0%	-6%	-2%	2
COc1ccc(CNC(=O)c2ccc(N3CCC4(CC3)CC(c3ccc(Cl)cc3)=NO4)c(NC(=O)Cc3ccc(F)cc3)c2)cc1	-31	nt	nt	nt	3%	0.5%	-3	nt	nt	nt	-9
Cc1ccnc(NC(=O)COC(=O)C23CC4CC(CC(C4)C2)C3)n1	11	-1	3%	?	1%	-0.9%	-9	nt	nt	10%	8
CCn1c(SCC(=O)NC2CCCCC2)nnc1-c1cc2cccc(OC)c2o1	-15	nt	-2%	6	0%	0.2%	-3	-5%	-23%	-1%	4
CC(C)(C)c1[nH]nc2c1C(c1ccco1)C(C#N)=C(N)O2 (stereo unspecified)	-18	2	3%	-1	2%	-0.2%	-10	5%	-3%	-2%	-12
COc1ccc(OC)c(NC(=O)CSc2nncc3ccc(OC)c(OC)c23)c1	-3	-17	0%	-6	-1%	2.8%	-1	6%	nt	-3%	-12
Cc1c2c(n3c(nc4ccccc43)c1C#N)N(c1ccccc1)CC2	nt	-18	12%	14	1%	-4.4%	nt	0%	-8%	5%	nt
O=C(NC1CCCc2c1cnn2-c1ccccc1F)c1ccccn1 (stereo unspecified)	4	-1	14%	-2	2%	-0.3%	20	-5%	4%	nt	32[activator]
Cc1nc(Cl)c(C(=O)NCCc2ccccc2)c(C)c1[N+](=O)[O-]	-1	0	9%	23	1%	-0.1%	-12	3%	25%	nt	-4
CCCCCOC(=O)c1ccc(NC(=O)c2ccco2)cc1	-6	-6	-1%	0	-8%	0.0%	19	0%	-18%	-12%	0
CCc1ccc(C(C)NC(=O)C2CCCO2)cc1 (stereo unspecified)	20	2	2%	2	6%	-0.1%	3	0%	-8%	0%	16
Cc1cc(N2CCOCC2)nc(SCC(=O)OCc2ccccc2)n1	3	-1	-3%	5	0%	-0.1%	-9	6%	-8%	-4%	-13
COc1cccc(NC(=S)N(CCCN2CCCC2)Cc2cccn2Cc2ccc(Cl)cc2)c1	-7	-1	8%	9	4%	0.1%	-2	12%	?	-1%	-10
C=C(c1cccc2ccccc12)P(=O)(O)O	17	3	10%	0	0%	-0.2%	-4	0%	12%	-7%	1
COC(=O)c1cccc(Cn2c(Cl)c(/C=N/NC(=O)c3ccco3)sc2=O)c1	-13	nt	30%[activator]	0	3%	0.1%	-3	7%	nt	nt	-1
COC(=O)c1c(-c2ccc(C)cc2)csc1NC(=O)Cc1ccc(OC)c(OC)c1	2	-2	-5%	?	-2%	-0.6%	-14	-1%	-1%	-3%	-2
Cc1cc2oc(=O)c3c(c2cc1OCc1nn[nH]n1)CCCC3	8	21	-1%	-3	3%	0.0%	-15	-3%	1%	2%	-4
N#CCCn1cc(C(=O)Nc2cccc(C(=O)O)c2)c(-c2ccc(Cl)cc2)n1	-1	6	4%	2	-1%	-0.6%	-12	3%	14%	-3%[11.5 µM]	-6
Cc1cc(S(=O)(=O)Nc2ccc(C(=O)NCC(C)(C)N3CCOCC3)cc2)ccc1F	-4	nt	7%	1	-1%	0.4%	4	-6%	nt	-2%	11
Cc1c(Br)c([N+](=O)[O-])nn1CC(=O)Nc1ccc(Cc2ccncc2)cc1	4	-3	9%	1	-1%	-2.0%	-3	nt	?	3%	-2
CNC(=O)/C(C#N)=C/c1c(N2CCN(C)CC2)nc2c(C)cccn2c1=O	13	0	?	-5	2%	-1.2%	0	-3%	6%	nt	5
Cc1cccc(NC(=O)CSc2nnc(CNC(=O)c3ccc(S(=O)(=O)N(C)C)cc3)n2-c2ccccc2)c1	-15	3	0%	-2	1%	0.1%	3	0%	-20%	0%	-21
C=CCN1C(=O)CN=C1Nc1cc(C)ccc1C	7	3	1%	0	2%	0.1%	2	8%	0%	-1%	10
Cc1ccc(NC(=O)CN2CCc3ccccc3C2)cc1	1	3	8%	?	0%	0.0%	3	0%	?	4%	-12
CN1CCN(S(=O)(=O)c2cccc(C(=O)NC3CCCc4ccccc43)c2)CC1 (stereo unspecified)	7	-1	14%	6	0%	-0.2%	-15	7%	3%	-1%	5
Cc1ccc(C(=O)OCCc2c(C)[nH]n(-c3ccccc3)c2=O)cc1	-10	1	2%	-2	2%	0.1%	10	-4%	-7%	3%	-16
COc1cccc(CC(=O)N2CCN(c3ccccc3[N+](=O)[O-])CC2)c1	15	-2	1%	21	1%	0.4%	0	2%	1%	-1%	13
S=c1[nH]nc(C2CCCCC2)n1/N=C/c1c(Cl)cccc1Cl	-20	0	-1%	6	-2%	3.0%	-12	nt	-4%	nt	-9
COC(=O)c1ccc(-c2ccco2)n1Cc1ccccc1Cl	-8	2	-11%	-5	-4%	0.3%	1	3%	8%	9%	13
COc1ccc(CCC(=O)NNC(=O)Nc2cc(Cl)ccc2C)cc1	nt	0	8%	1	0%	0.1%	-18	-3%	1%	-1%	7
O=C(Nc1cccc(C(=O)O)c1)/C(=C\c1ccccc1)NC(=O)c1ccccc1	17	15	8%	-12	2%	-0.3%	-1	-1%	5%	-4%	17
CN(Cc1ccc(Cl)c(Cl)c1)C(=O)c1cccc(S(=O)(=O)N2CCN(Cc3ccccc3)CC2)c1	5	nt	nt	8	2%	0.2%	-6	nt	nt	nt	13
Cc1ccc(C)c(NC(=O)c2oc(=O)c3ccccc3c2-c2ccccc2)c1	-1	-7	1%	20	0%	0.5%	-1	0%	-3%	-5%	11
COc1ccc(CC(=O)NC2CCSc3ccccc32)c(OC)c1 (stereo unspecified)	-11	-3	-5%	2	-1%	0.4%	-7	-5%	0%	-19%	-3
CC1CCCCC1NCc1cccc([N+](=O)[O-])c1 (stereo unspecified)	-14	-1	17%	1	0%	0.2%	7	-3%	-9%	-7%	3
N#Cc1nc(-c2ccc(OCc3ccccc3)cc2)oc1NCc1cccnc1	-10	-3	0%	0	3%	-0.3%	-9	0%	19%	3%	-16
Cc1cc2c(ncn2C)c(NS(=O)(=O)c2ccccc2Cl)c1C	6	1	-21%	-3	-1%	-0.3%	-3	-4%	?	25%	0
COc1ccc(C(=O)Nc2cc(C(F)(F)F)ccc2Cl)cc1OC	7	-1	-10%	5	1%	0.2%	14	-1%	25%	0%	-1
COc1ccccc1C(CNC(=O)C1CC(=O)N(Cc2ccc(C)cc2)C1)N1CCCC1 (stereo unspecified)	-4	nt	nt	-3	1%	-0.1%	-2	nt	nt	nt	-8
c1ccc2nc3c(nc2c1)c1ccccc1n3CCN1CCOCC1	14	-5	-3%	15	-2%	0.3%	4	0%	-3%	10%	-11
CCN=C1SC(CC(=O)Nc2ccccc2OCC)C(=O)N1CC (stereo unspecified)	-14	6	-4%	1	2%	-0.3%	5	1%	6%	-8%	-4
CC(=O)Nc1cccc2c1[n+]([O-])c(C)c(C)[n+]2[O-]	nt	2	7%	1	-1%	-0.8%	nt	-2%	-7%	12%	nt
COc1ccc2oc(C(=O)Nc3nc4ccccc4[nH]3)c(C)c2c1	4	-6	?	-6	0%	3.0%	-3	-2%	nt	-6%	-5
N#Cc1ccc(C(=O)Nc2ccc(S(=O)(=O)NC3=NCCCCC3)cc2)cc1	-4	4	0%	5	2%	0.4%	-35	0%	7%	10%	-13
O=c1oc2ccc(NS(=O)(=O)c3cccc4cccnc34)cc2s1	-17	3	-2%	-2	3%	0.5%	3	9%	16%	14µM*	15

Assay outcomes: PubChem, National Center for Advancing Translational Sciences (NCATS)

An excerpt, so the mix of outcomes need not match the whole.
